PfM18AAP inh: PfM18AAP enzyme inhibition; 290,000 compounds, 1.2% hits; recombinant PfM18AAP, H-Glu-NHMec fluorogenic cleavage; inhibition, % at 7.35 µM;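 active = inhibition above the campaign mean inhibition over all tested compounds plus 3 SD, cut at about 28% in these data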;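 also: 0% = plate median of test compound wells and 100% = 2 mM ZnCl2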
MEKK2mut PB1 HTS: signal of MEK5 binding to mutant human MEKK2 PB1 domain; percent response, % at 10 µM; bead flow cytometry, Alexa488-MEK5 binding to MEKK2 mutant; 290,000 compounds, 0.35% hits; in the data active = percent response above about 24%, passing the limit was not always enough; also: inactives centre near 1; some results filed as inactive read as strong as hits
GPR7 antag: antagonists of human GPR7 (neuropeptides B/W receptor 1). 290,000 compounds, 1.1% hits. AID 1861. inhibition, % at 4.4 µM. GPR7-expressing cells, fluorescence antagonist assay; in the data active = inhibition above about 16%, passing the limit was not always enough;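 also: cells stimulated with the agonist NPW; 0% = agonist with vehicle and 100% = vehicle without agonist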
OXTR potentiate: potentiates the human oxytocin receptor response | CHO-OTR cells, Fluo-8 calcium fluorescence, potentiator mode; 0% = oxytocin EC15, 100% = EC100 | P30559 | activation, % at 3 µM | 320,000 compounds, 0.061% hits | AID 2445;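 active = activation above that plate's cutoff, the mean activation of tested compounds plus 3 SD, cut at about 6.6% in these data, passing the limit was not always enough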;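 also: 100% uses oxytocin at 75 nM as the full agonist control; some results filed as inactive read as strong as hits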
Target sequence (P30559 whole entry, looked up): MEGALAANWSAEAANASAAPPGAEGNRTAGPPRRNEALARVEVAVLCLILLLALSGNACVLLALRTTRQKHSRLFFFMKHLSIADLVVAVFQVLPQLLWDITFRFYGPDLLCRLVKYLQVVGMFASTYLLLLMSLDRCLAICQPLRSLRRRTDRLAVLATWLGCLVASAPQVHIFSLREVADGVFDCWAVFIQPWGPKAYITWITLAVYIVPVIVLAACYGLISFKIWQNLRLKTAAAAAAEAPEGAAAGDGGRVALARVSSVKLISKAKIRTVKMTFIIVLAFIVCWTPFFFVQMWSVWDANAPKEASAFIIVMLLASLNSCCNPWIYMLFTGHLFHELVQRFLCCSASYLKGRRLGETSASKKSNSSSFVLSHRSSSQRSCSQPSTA
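Material: CHO-OTR cells, human receptor; compound dosing: single dose, 3.0 µM nominal final compound concentration; schedule: 6 min compound pre-incubation at room temperature, 100 s kinetic read; measured by: kinetic Fluo-8 calcium fluorescence; read-out basis: % activation vs EC15 and EC100 oxytocin; controls: EC15 oxytocin alone as 0%, 75 nM oxytocin as 100%; replicates: singlicate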
V1aR counter: V1a receptor agonism, counter-screen for OXTR agonists; P37288; activation, % at 3 µM; 320,000 compounds, 0.25% hits; CHO-V1R cells, Fluo-8 calcium fluorescence, agonist mode; 0% DMSO, 100% 3 nM vasopressin;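 active = activation above the mean activation of all tested compounds plus 3 SD, per screening run, cut at about 20% in these data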;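 also: signal is peak over basal fluorescence ratio across a 100 second FLIPR read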
Target sequence (P37288 whole entry, looked up): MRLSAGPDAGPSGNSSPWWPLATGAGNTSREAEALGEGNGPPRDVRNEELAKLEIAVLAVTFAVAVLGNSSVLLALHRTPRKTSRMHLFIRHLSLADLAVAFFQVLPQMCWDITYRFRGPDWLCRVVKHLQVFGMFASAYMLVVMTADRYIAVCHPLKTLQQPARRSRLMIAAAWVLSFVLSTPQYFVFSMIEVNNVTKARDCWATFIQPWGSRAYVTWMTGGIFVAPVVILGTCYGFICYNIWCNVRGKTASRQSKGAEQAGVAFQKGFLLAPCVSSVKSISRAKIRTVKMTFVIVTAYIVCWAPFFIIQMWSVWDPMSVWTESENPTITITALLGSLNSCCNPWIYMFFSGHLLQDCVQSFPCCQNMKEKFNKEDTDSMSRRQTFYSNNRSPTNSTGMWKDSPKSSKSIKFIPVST
OXTR ag: activates the human oxytocin receptor; CHO-OTR cells, Fluo-8 calcium fluorescence; normalized: DMSO 0%, oxytocin 100%; 320,000 compounds, 0.32% hits; AID 2435; activation, % at 3 µM; P30559;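 active = activation above the mean of all tested compounds plus 3 SD, cutoff set per screening run, cut at about 20% in these data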;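 also: peak over basal fluorescence ratio from a 100 s FLIPR kinetic read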
NALP1 yeast inh: blocks the NALP1 inflammasome reconstituted in yeast; 280,000 compounds, 0.61% hits; inhibition, % at 10 µM; S. cerevisiae NALP1/ASC/caspase-1 growth, X-gal OD620, 72 h; in the data active = inhibition mostly above about 24%, no sharp cut-off; inactive = mostly below about 32%; also: some compounds called inactive have numbers as strong as hits
GalR3 antagonist: antagonists of human GalR3 | inhibition, % at 3 µM | HEK293 GalR3-CNG cAMP membrane potential fluorescence; galR3 body fused to GalR1 C-terminus | O60755 | 360,000 compounds, 0.44% hits;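 active = inhibition above the screen-wide average plus 3 SD, cut at about 13% in these data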;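 also: forskolin and galanin both at EC90 stimulate the cells; cAMP rise reported by CNG channel membrane potential dye signal; 0% = forskolin plus galanin with DMSO and 100% = forskolin alone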
Target sequence (O60755 1-299 limits assumed): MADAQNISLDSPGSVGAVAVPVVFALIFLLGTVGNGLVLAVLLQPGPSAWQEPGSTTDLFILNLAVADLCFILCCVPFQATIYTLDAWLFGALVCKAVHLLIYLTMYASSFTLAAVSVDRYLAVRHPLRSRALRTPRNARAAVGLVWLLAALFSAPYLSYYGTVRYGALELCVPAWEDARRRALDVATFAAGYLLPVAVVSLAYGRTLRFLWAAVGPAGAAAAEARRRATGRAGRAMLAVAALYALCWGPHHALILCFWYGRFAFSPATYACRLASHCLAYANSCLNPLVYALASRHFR
MEKK2wt PB1 HTS: raises or lowers MEK5 binding to wildtype human MEKK2 PB1 domain; Q9Y2U5; binding response (% of control), % at 10 µM; bead flow cytometry, Alexa488-MEK5 binding to MEKK2 WT; actives lie on both sides; 290,000 compounds, 1.1% hits; AID 1531; in the data active = binding response below about 67% or above about 130%
* marks the source's active call; other numbers are inactive results; · = not tested or not shown.

Values run as follows: PfM18AAP inh	GalR3 antagonist	GPR7 antag	OXTR potentiate	NALP1 yeast inh	MEKK2wt PB1 HTS	MEKK2mut PB1 HTS	OXTR ag	V1aR counter
(1) CCCn1nc(C(=O)N2CCN(c3ccccn3)CC2)c2ccccc2c1=O
 : ·	-5.5	·	0.4	·	·	·	-1.4	-0.1
(2) Cc1cc(NC(=O)c2ccc(NC(=O)CC(C)C)cc2)no1
 : -10.4	-4.4	-5.2	-6.7	-10.0	100.0	-1.0	0.7	-0.3
(3) CC(C)=CC(=O)N1CCCc2ccccc21
 : 3.6	-7.0	-9.9	4.6	10.9	101.0	0.0	-1.1	-0.9
(4) COc1ccc(NC(=O)COc2cccc3c2CCN(Cc2cccnc2)C3=O)c(OC)c1
 : -2.1	-4.1	-4.1	-6.8	14.2	111.0	10.0	-0.2	-1.0
(5) COc1ccc(C2c3c(oc4ccccc4c3=O)C(=O)N2c2ccccn2)cc1OC (stereo unspecified)
 : 3.6	0.0	-15.2	-3.6	10.6	102.0	4.0	0.1	0.7
(6) CC(=O)c1ccc(N2CCN(C(=O)c3c(-c4ccccc4Cl)noc3C)CC2)cc1
 : 2.1	2.4	6.7	-5.0	0.2	100.0	4.0	1.1	2.9
(7) COc1cc2[nH]c(C(=O)NN)c(N)c2cc1OC
 : 1.3	·	-7.0	-9.5	-5.5	92.0	2.0	0.5	-1.2
(8) S=C(NCC1CCCO1)n1nnc2ccccc21 (stereo unspecified)
 : 8.5	-2.3	-11.4	-4.5	12.4	100.0	-1.0	0.3	0.7
(9) O=C(Cc1cccs1)N/N=C/c1ccccc1
 : -3.4	-4.3	-7.4	-4.2	8.7	100.0	1.0	0.4	0.3
(10) Nc1nc(-c2cccnc2)nn1C(=O)c1ccc(Cl)cc1
 : -4.2	-2.3	-6.1	·	-7.9	-3.0*	2.0	·	·
(11) O=C(c1c(Cl)cccc1Cl)N1CCN(c2cccc3[nH]ccc23)CC1
 : 1.9	0.8	6.7	-15.2	9.0	84.0	-13.0	-0.3	0.3
(12) Cc1ccccc1/C(N)=N/OC(=O)/C=C/c1ccccc1
 : -5.3	-5.8	2.6	2.0	9.5	101.0	0.0	0.1	0.2
(13) CC(=O)c1cccc(NC(=O)C2CCN(S(C)(=O)=O)CC2)c1
 : 1.2	-0.2	-12.9	-5.2	19.0	113.0	10.0	-0.1	0.3
(14) Cc1noc(C)c1C(=O)N1CCN(C(=O)c2sc3cc(Cl)ccc3c2Cl)CC1
 : 2.7	-6.8	-4.5	1.2	3.9	101.0	1.0	2.0	4.8
(15) CCc1ccc(CN2CCCC(C(=O)N3CCCCC3)C2)cc1 (stereo unspecified)
 : -15.4	-12.7	-10.5	-6.7	20.9	106.0	7.0	-0.3	0.3
(16) CN1CCN(C(=O)c2cc3nc(-c4ccccc4)cc(-c4ccccc4)n3n2)CC1
 : -2.2	-5.6	3.8	-14.5	-11.1	98.0	2.0	-0.6	2.1
(17) Cc1sc(N(C(=O)CCc2ccccc2)c2ccc(C(=O)O)cc2)nc1-c1ccccc1
 : -7.0	-4.2	-22.5	-26.9	-2.5	99.0	-1.0	0.0	3.1
(18) Cc1ccc(CS(=O)(=O)CCC(=O)NCCCN2CCCC2=O)cc1
 : -0.7	1.0	-4.8	-10.6	17.1	103.0	15.0	-1.1	0.1
(19) COc1cc(OC)c(OC)cc1CN1CCc2ccccc2C1
 : 1.3	-2.6	0.5	-2.1	7.4	99.0	1.0	1.4	5.9
(20) O=C(CN(CC1CCCO1)C(=O)CCC(=O)Nc1nccs1)NCc1ccccc1 (stereo unspecified)
 : -7.0	-2.4	-6.6	-1.4	8.6	100.0	5.0	-0.1	0.5
(21) C/C(=N\N=C\c1ccccc1)c1nnn(-c2nonc2N)c1C
 : 1.6	-4.2	17.8	-10.2	14.6	95.0	-2.0	-1.7	-0.6
(22) Cc1noc(C)c1CSCC(=O)N(C)CC(=O)Nc1ccc(F)cc1
 : ·	-3.4	·	-6.7	·	·	·	-1.2	-0.4
(23) CCOC(=O)C1C(c2ccccc2Cl)NC(=O)N(C)C1(O)C(F)(F)F (stereo unspecified)
 : 0.0	-6.6	3.0	-8.1	5.5	105.0	12.0	0.2	0.9
(24) N/C(=N\OC(=O)c1ccccc1Cl)c1ccccn1
 : -14.6	-6.7	-9.2	0.0	7.3	100.0	-5.0	-0.2	0.0
(25) O=C(Nc1nncs1)c1cc2c(s1)CCC2
 : 24.9	-9.1	-6.8	-4.9	-5.3	99.0	-1.0	-1.9	-0.8
(26) COc1ccccc1N1CCN(C(=O)/C=C/c2ccccc2)CC1
 : -2.8	-2.0	-6.5	0.5	4.1	107.0	5.0	-1.5	-1.2
(27) Cc1cccc(N(CC(O)CN(C)C)S(=O)(=O)c2ccccc2)c1 (stereo unspecified)
 : -5.4	-2.6	5.3	-6.5	19.0	107.0	4.0	0.5	1.0
(28) CCOC(=O)CC(C#N)c1c[nH]c2ccccc12 (stereo unspecified)
 : -5.7	-8.3	9.7	-18.1	3.0	102.0	2.0	0.4	0.2
(29) O=C(Cc1ccc(F)cc1)Nc1nc(-c2ccc(F)cc2)cs1
 : -15.1	-6.7	-4.4	-9.3	3.9	97.0	-2.0	1.0	5.3
(30) Cc1cc(C)n2nc(SCC(=O)Nc3ccc(F)cc3)nc2n1
 : -1.9	-0.1	-4.8	3.8	-1.2	107.0	4.0	1.4	0.3
(31) Cc1ccc(OCCNC(=O)C(=O)NCc2ccco2)cc1
 : -3.0	-3.2	-7.1	-11.1	-1.6	103.0	3.0	-1.9	-1.1
(32) COc1cc(C(=O)Cc2nc3ccccc3n2C)cc(OC)c1OC
 : 16.0	-6.4	-13.3	-15.2	14.3	104.0	5.0	-2.2	-1.0
(33) COc1ccc(CNC(=O)C2CCN(c3nccs3)CC2)cc1
 : -11.5	-4.0	7.0	-12.2	-15.1	115.0	5.0	3.9	3.8
(34) O=C(NNC(=S)Nc1ccccc1C(F)(F)F)c1ccc(Br)o1
 : 7.5	6.3	-16.1	-11.0	2.2	101.0	6.0	1.9	4.0
(35) CN(C)CCCN(C(=O)COc1ccccc1)c1nc2c(Cl)cccc2s1
 : -2.1	-7.7	-3.6	-12.4	3.9	338.0*	87.0*	3.9	0.1
(36) CSC1=NC(C(Cl)(Cl)Cl)N=C(c2ccc(C)cc2)N1 (stereo unspecified)
 : 0.6	-1.7	4.8	1.2	14.1	99.0	2.0	-1.7	-0.8
(37) Fc1ccc(CN2CCCCCC2)c(F)c1
 : -7.1	-4.6	-6.5	-0.6	14.3	99.0	-1.0	1.4	0.0
(38) Cc1ccnc(SCCn2c(N(C)Cc3ccccc3)nc3c2c(=O)n(C)c(=O)n3C)n1
 : -10.8	·	-11.5	-6.1	·	104.0	4.0	0.4	0.3
(39) Cc1ccc(Cn2nnc(C(=O)Nc3cccc(C)c3C)c2N)cc1
 : -2.4	-4.7	60.6*	-10.1	14.3	95.0	-3.0	37.6*	37.9*
(40) O=c1cc(CN2CCN(c3ccccc3)CC2)c2cc(O)c(-c3ccccc3)cc2o1
 : -3.1	-0.7	-13.9	-3.0	10.6	99.0	1.0	1.3	-0.3
(41) Cc1ccc(N(CC(=O)N2CCc3ccccc32)C2=NC(=O)CS2)cc1
 : -2.0	-1.8	-0.2	-9.1	1.5	95.0	0.0	4.3	4.0
(42) CC1CCCN(C2=C(NS(=O)(=O)c3ccc(Br)cc3)C(=O)c3ccccc3C2=O)C1 (stereo unspecified)
 : 14.5	3.9	1.0	-6.6	-1.4	96.0	-2.0	-2.8	-1.4
(43) COc1ccccc1CCNC(=O)C1CCC(=O)N(C2CC2)C1 (stereo unspecified)
 : -7.0	-0.7	-18.4	-5.9	23.9	104.0	0.0	0.1	1.6
(44) CCN(CC)CCOC(=O)c1ccc(NC(=O)CNC(=O)C2CCCCC2)cc1
 : -0.9	-0.3	-11.2	-2.0	17.7	107.0	3.0	0.2	1.0
(45) CC1CCN(C(=O)c2cc(F)c(F)cc2Cl)CC1
 : -3.0	5.4	7.6	-18.9	-79.0	109.0	4.0	-1.8	-0.8
(46) OCC[C@@H]1C[C@H](O)[C@@H](O)[C@]2(CCc3ccccc3O2)O1
 : 2.0	-1.3	-2.4	-13.6	17.7	92.0	-5.0	-0.6	-0.1
(47) Cc1ccc(-n2c(C)nnc2SCC(=O)N2CCc3ccccc3C2)cc1
 : 9.8	-5.2	-10.8	-3.0	11.8	100.0	1.0	-2.0	-0.3
(48) CC(C)CC(=O)N(c1ccc(F)cc1)C1C=CS(=O)(=O)C1 (stereo unspecified)
 : -8.3	-6.3	1.3	-2.9	22.0	107.0	5.0	-0.8	0.6
(49) Cc1ccc(C)n1-c1sc2c(c1C(=O)O)CCCC2
 : 9.1	-5.6	-2.8	-6.9	26.6	98.0	0.0	0.6	0.1
(50) Oc1cccc2c3c(oc12)CCCC3
 : ·	-0.6	·	-2.7	·	·	·	-0.7	-0.2

(cont.)
Values run as follows: PfM18AAP inh	GalR3 antagonist	GPR7 antag	OXTR potentiate	NALP1 yeast inh	MEKK2wt PB1 HTS	MEKK2mut PB1 HTS	OXTR ag	V1aR counter
(51) CCCNC(=O)N1CCC(C(=O)c2cccc(F)c2)CC1
 : -2.3	-1.7	3.3	0.8	3.8	105.0	3.0	0.7	0.8
(52) Cc1ccc(S(=O)(=O)Nc2nc(-c3ccc(F)cc3)cs2)cc1
 : 6.7	-6.4	-20.8	-5.4	-0.2	97.0	-10.0	-1.8	-0.8
(53) COCCN(Cc1ccccc1)C(=O)Cc1ccc(OC)c(S(=O)(=O)N2CCOCC2)c1
 : ·	0.6	·	-3.0	·	·	·	0.1	-1.2
(54) Cc1cccc(OCC(=O)NCCCNC(=O)c2cccnc2)c1
 : -0.1	-8.9	-12.2	1.8	6.7	91.0	-2.0	0.0	0.0
(55) Cc1ccc(C(=O)O)cc1-c1ccc(/C=C2\SC(=O)N(CC(=O)Nc3ccc4c(c3)OCO4)C2=O)o1
 : 9.5	-1.6	-10.8	-5.4	0.8	104.0	7.0	-1.2	0.2
(56) Cc1cc(C)n(-c2ccc(Cl)c(C(=O)Nc3ccc(OC(F)(F)F)cc3)n2)n1
 : 1.7	0.5	-11.8	-4.3	10.8	96.0	-1.0	0.5	0.8
(57) CC(=O)[C@]1(O)Cc2c(O)c3c(c(O)c2[C@@H](O[C@H]2C[C@H](N)[C@H](O)[C@H](C)O2)C1)C(=O)c1ccccc1C3=O
 : ·	·	·	-16.2	·	25.0*	30.0*	77.3*	40.5*
(58) Cn1cccc1/C=C1\SC(=Nc2ccccc2)NC1=O
 : -10.4	-3.6	6.3	-3.5	6.6	91.0	-4.0	-1.4	-0.4
(59) CCOC(=O)c1cnc2ccc(C(=O)OC)cc2c1Nc1cccc(C(=O)O)c1
 : -0.9	-3.4	-4.7	-13.0	20.1	101.0	-3.0	-0.4	-0.2
(60) COC(=O)c1c(C)[nH]c(C(=O)N2CCN(c3ccc(OC)cc3)CC2)c1C
 : 0.0	0.1	-9.6	-4.7	-16.9	92.0	-6.0	0.1	-0.5
(61) CN(C)CCNC(=O)C(=O)Nc1cc2c3c(c1)CCN3C(=O)CC2
 : 0.8	-2.6	-16.4	-2.2	34.7	97.0	-2.0	0.8	0.2
(62) Cc1ccc(CCNC(=O)CSCc2ccc(F)cc2)cc1
 : 1.0	-5.8	-16.3	-6.1	7.9	107.0	12.0	-1.2	0.2
(63) Cc1ccc(C(C)NC(=O)c2cccs2)cc1 (stereo unspecified)
 : ·	-6.1	·	-1.0	·	·	·	0.1	1.2

Screening results from PubChem.
